TbREL1 primary: TbREL1 RNA ligase inhibitors, primary screen, biochemical, FRET fluorescence; RNA-editing ligase 1, mitochondrial (Trypanosoma brucei brucei), P86926; TbREL1 RNA ligation; inhibition, % at 9.66 µM; hit rate 0.49% among 89,000;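 active = inhibition above the mean inhibition across all screened compounds plus 3 SD, cut at about 11% in these data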;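 also: 0% = plate median of test wells and 100% = NSC42067 control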
Target sequence (P86926 whole entry, looked up): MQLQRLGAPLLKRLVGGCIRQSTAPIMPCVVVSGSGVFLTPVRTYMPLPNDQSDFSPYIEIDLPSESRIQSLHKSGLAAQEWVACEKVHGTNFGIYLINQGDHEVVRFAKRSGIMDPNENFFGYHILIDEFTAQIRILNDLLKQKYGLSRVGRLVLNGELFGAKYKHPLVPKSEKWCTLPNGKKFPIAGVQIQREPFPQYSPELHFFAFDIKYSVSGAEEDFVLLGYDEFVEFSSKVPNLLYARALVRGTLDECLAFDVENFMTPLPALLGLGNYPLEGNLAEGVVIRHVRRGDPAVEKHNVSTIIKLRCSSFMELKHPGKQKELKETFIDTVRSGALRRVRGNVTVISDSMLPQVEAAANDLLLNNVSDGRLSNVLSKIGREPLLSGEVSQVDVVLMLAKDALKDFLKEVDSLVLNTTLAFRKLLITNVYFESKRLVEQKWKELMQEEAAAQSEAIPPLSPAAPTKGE
Numbers without * were called inactive. Only part of the results is shown (hit frequency here may not be typical).

canonical_smiles | TbREL1 primary
O=C(NC1CCCCC1)C(c1ccncc1)n1c(=O)c(-c2ccccc2)nc2ccccc21 (stereo not drawn) | -2.5
Cc1ccc(CSc2nnc(-c3n[nH]c4c3CCC4)n2N)cc1 | 2.0
CCCCOC(=O)CCN1C(=O)/C(=C/c2ccccc2)SC1=S | 1.6
O=C(O)CCCNC(=O)c1cncc(O)c1 | -4.0
CCOC(=O)Cc1csc(NC(=O)CSc2nc3cccnc3n2CC)n1 | 1.0
COc1ccccc1N(CC(=O)NCC1CCCO1)C(=O)CCC(=O)Nc1cc(C)on1 (stereo not drawn) | -0.6
Cc1ccccc1C(=O)N(C)Cc1ccccc1 | 0.3
CC(=O)Nc1cccc(NS(=O)(=O)Cc2ccc(Cl)cc2)c1 | 0.7
Cn1c(SCC(=O)Nc2nccs2)nnc1-c1cccnc1 | 2.5
CCCCCCOC(=O)CCn1[nH]c(=O)c2ccccc2c1=O | 1.6
Cc1nn(C)c(C)c1S(=O)(=O)N1CCC(C(=O)Nc2ccc3c(c2)OCCO3)CC1 | -3.6
CC(C)c1ccc(NC(=O)C2(C)Cc3c(-c4cccc(C(F)(F)F)c4)ccnc3O2)cc1 (stereo not drawn) | 0.4
Cc1ccc(OCC(=O)N/N=C/C=C/c2ccco2)c(Br)c1 | -5.0
O=C(N/N=C/c1cc2ccccc2nc1Cl)/C(=C/c1cccs1)NC(=O)c1ccccc1 | -0.8
COC(=O)/C=C1/SC(=NC(=O)c2ccc(OC)cc2)NC1=O | -1.8
O=C(COC(=O)c1c(F)cccc1F)Nc1ccccc1OC(F)F | -0.6
COc1ccc(C)cc1NC(=O)C1CCCN(S(=O)(=O)c2ccc3[nH]c(=O)ccc3c2)C1 (stereo not drawn) | -1.5
NS(=O)(=O)c1ccc(NC(=S)N2CCc3ccccc32)cc1 | 2.9
COc1ccc(/C=C/C(=O)NC(=S)Nc2ccc(S(=O)(=O)Nc3cc(C)on3)cc2)cc1 | -6.4
COCc1cccc(NC(=O)Cc2cccc3ccccc23)c1 | 1.4
CCOC(=O)CNC(=S)N(Cc1cccs1)C1CCCC1 | -3.5
O=C(NCc1ccc2c(c1)OCO2)C1CCN(c2nccc(C(F)(F)F)n2)CC1 | 1.0
Cc1ccc(Cn2cnc3c(cnn3C(C)(C)C)c2=O)cc1 | -1.4
CCN(CC(=O)Nc1ccc2c(c1)OCCO2)C(=O)C1CC(=O)N(c2ccc(OC)cc2OC)C1 (stereo not drawn) | -0.9
Cc1ccc(C)n1-c1ccc(C(=O)NN=C2CCCC2)cc1 | -0.7
CCOc1cc(NC(=S)NCC(C)C)c(OCC)cc1NC(=O)c1cccs1 | -7.3
Cc1ccc(-c2csc(N3CCN(c4cc5c(cc4Cl)nc(C)n5CCN4CCCCC4)CC3)n2)cc1 | -2.5
CCN(CC)S(=O)(=O)c1ccc(NC(=O)c2ccc(OCC3CCCO3)cc2)cc1 (stereo not drawn) | -2.4
Cc1cnn(-c2cc(N/N=C/c3ccccc3F)ncn2)c1 | -0.5
COCC(C)n1c(C)cc(C(=O)COC(=O)c2oc3ccccc3c2C)c1C (stereo not drawn) | -3.5
N#Cc1ccc(C(=O)Nc2nnc(-c3cccs3)o2)cc1 | 4.1
COc1ccccc1NS(=O)(=O)c1ccc(C)c(C(=O)NCC2(N(C)C)CCCCC2)c1 | 1.1
CC1(Cc2cccc(C(N)=O)c2)C(=O)Nc2c(Cl)cccc21 (stereo not drawn) | -0.1
CC1(C)Cc2ccccc2-c2nc(CN3CCOCC3)[nH]c(=O)c21 | -1.7
COCCn1c(-c2ccc(Cl)cc2)nc2oc3cc(OC)ccc3c(=O)c2c1=O | -4.0
CCOC(=O)C1CCN(S(=O)(=O)c2ccc(OCC(=O)OC)cc2)CC1 | -0.7
COC(=O)C1=C(C)N(Cc2ccccc2C(F)(F)F)C(=NCc2ccc3c(c2)OCO3)NC1c1ccc(C(F)(F)F)cc1 (stereo not drawn) | 13.8*
O=c1[nH]c(C2CCN(S(=O)(=O)c3cccc([N+](=O)[O-])c3)CC2)nc2c1nnn2Cc1ccccc1 | -0.1
N#Cc1ccc(CSc2nc3sc4c(c3c(=O)n2-c2ccc(Br)cc2)CCCC4)cc1 | 1.1
CCOC(=O)N1CCN(C(=O)CCNS(=O)(=O)c2ccc(C)c(C)c2)CC1 | -0.6
Cc1cccc(/C=N/NC(=O)c2cc(Br)ccc2O)n1 | 1.2
COC(=O)c1ccc(C2/C(=C(/O)c3ccc(Cl)cc3)C(=O)C(=O)N2C2CCS(=O)(=O)C2)cc1 (stereo not drawn) | -1.7
CCOC(=O)Nc1ccc(S(=O)(=O)NCCCN2CCOCC2)cc1 | 5.2
COC(=O)C[C@H]1c2cc(F)cc(F)c2S(=O)(=O)N1C1CCN(Cc2ccccc2)CC1 | -2.2
CC1=C(C(=O)OCC(C)C)C(c2ccsc2)NC(=O)N1 (stereo not drawn) | -0.7
COc1ccc(-c2c(Sc3ccccc3)c3cc(-c4ccc5c(c4)OCO5)ccc3n2C)cc1 | 2.4
Cc1cc(C)cc(NS(=O)(=O)c2ccc(NC(=O)c3ccccc3C(=O)O)cc2)c1 | -1.0
COc1ccc2nc(C(F)(F)C(F)(F)F)c(C#N)c(N)c2c1 | 2.7

Sorted by value in TbREL1 primary (falling): some entries from above.
canonical_smiles | TbREL1 primary
CCOC(=O)Nc1ccc(S(=O)(=O)NCCCN2CCOCC2)cc1 | 5.2
CC1=C(C(=O)OCC(C)C)C(c2ccsc2)NC(=O)N1 (stereo not drawn) | -0.7
COC(=O)c1ccc(C2/C(=C(/O)c3ccc(Cl)cc3)C(=O)C(=O)N2C2CCS(=O)(=O)C2)cc1 (stereo not drawn) | -1.7

TbREL1 primary, entries above that show a hit
canonical_smiles | TbREL1 primary
COC(=O)C1=C(C)N(Cc2ccccc2C(F)(F)F)C(=NCc2ccc3c(c2)OCO3)NC1c1ccc(C(F)(F)F)cc1 (stereo not drawn) | 13.8*

More compounds.
canonical_smiles | TbREL1 primary
CCN(CC)C(=O)Cn1nc(-c2ccncc2)nc1SCC(=O)Nc1ccc(OC)cc1 | -2.2
Cc1ccc(Sc2ccc(NC(=O)CCN3C(=O)NC4(CCCC4)C3=O)cc2)c(C)c1 | -1.0
Cc1cn(-c2cc(NC(=O)c3ccc(C)c(Nc4nccc(-c5cccnc5)n4)c3)cc(C(F)(F)F)c2)cn1 | -1.9
CCOc1ccc2nc(SCC(=O)c3ccc(Cl)s3)sc2c1 | -1.5
C/C(=N\NC(=O)c1ccc(Cn2cc(Br)cn2)o1)c1ccc(NC(=O)c2ccoc2C)cc1 | 0.6
Cc1cccc(NC(=O)c2sc3nc4c(c(-c5ccco5)c3c2N)CCC4)c1 | -0.2
CCCC[C@@H]1CCCO[C@@](C(=O)NCc2ccc(C)o2)(C(F)(F)F)C1 | -4.0
O=C(Nc1ccc2nc3n(c(=O)c2c1)CCCC3)c1cncc(Br)c1 | 1.3
CCC(C)(C)NC(=O)CN(C(=O)C(=O)Nc1ccc2c(c1)OCCO2)C(C)(C)CC | 0.3
CN(CC(=O)Nc1cccc(F)c1)C(=O)c1ccc(N2CCCC2)c([N+](=O)[O-])c1 | 9.0
O=C(CN1C(=O)C2C3C=CC(C3)C2C1=O)Nc1nc2ccccc2[nH]1 (stereo not drawn) | -1.2
COc1ccc(S(=O)(=O)N(CC(=O)NCc2ccco2)c2ccccc2OC)cc1 | 0.2
COc1ccccc1C(=O)Nc1ccnn1C1CCN(CCC(C)c2ccc(C)o2)CC1 (stereo not drawn) | -2.1
CCOc1ccc(NC(=O)c2ccccc2NC(=O)CNC2CCCC(C)C2C)cc1 (stereo not drawn) | -1.5
CCCC(=O)NC(NC(=S)Nc1ccc(N=Nc2ccccc2)cc1)C(Cl)(Cl)Cl (stereo not drawn) | 5.0
O=C(CCCN=C1NS(=O)(=O)c2ccccc21)OCC(=O)c1ccc(Br)cc1 | 0.1
CCOC(=O)c1[nH]cnc1C(=O)Nc1ccc(C)cc1 | -0.2
COc1cc(CCC(=O)Nc2ccc(S(=O)(=O)N3CCOCC3)cc2)cc(OC)c1OC | 0.2
CCOC(=O)N1CCN(S(=O)(=O)c2ccc3c(c2)OCC(=O)N3)CC1 | 3.5
CCOC(=O)C1=C(N)N(c2ccccc2)C(=O)C1 | -2.9
O=C(NNC(=O)c1ccccc1[N+](=O)[O-])c1ccco1 | -0.5
O=C(N/N=C1\CC(c2ccccc2)Oc2ccccc21)c1cccnc1 (stereo not drawn) | 1.2
O=C(NCCc1ccc(Cl)cc1)C1CCCN(S(=O)(=O)c2cnc[nH]2)C1 (stereo not drawn) | 2.4
CCCOc1ccc(C(=O)Nc2cc(-c3nn4c(C)nnc4s3)ccc2C)cc1 | 3.8
Cc1ccccc1CN1CCCCC(NC(=O)c2ccc(Br)cc2)C1=O (stereo not drawn) | -1.0
O=C(/C=C/c1ccc2c(c1)OCO2)Nc1nncs1 | -2.4
CCO[C@@H]1OC(C(N)=O)=C[C@H](c2ccc(C(F)(F)F)cc2)[C@H]1CCCO | 3.1
Cn1nnnc1SCC(=O)N1CCCCC1 | -0.3
COCCN(C(=O)C1=COCCO1)c1c(N)n(CC(C)C)c(=O)[nH]c1=O | 0.2
O=C(OCc1nc2ccccc2s1)c1cccs1 | 0.7
CCc1ccccc1NC(=O)C1CCCN1C(=O)NCc1ccccc1 (stereo not drawn) | 0.6
CC(=O)Nc1cccc(-c2cccc3nccn23)c1 | -1.5
CCC1(c2ccccc2)NC(=O)N(CC(=O)N(C)CC(=O)Nc2c(C)cccc2C)C1=O (stereo not drawn) | 0.1
O=C(CSc1nc2ccccc2[nH]1)NN=Cc1c(F)cccc1Cl | 1.3
COc1ccc(NC(=O)c2ccc(NC(=O)C3COc4ccccc4O3)cc2)c(OC)c1 (stereo not drawn) | -0.2
CCCN(Cc1cc2cc(C)ccc2[nH]c1=O)C(=O)c1cccc(OC)c1 | 1.4
O=C(Nc1cc2c3c(c1)CC(=O)N3CCC2)c1ccco1 | -1.3
CC1(C(=O)NCc2ccccc2Br)CCN1C(=O)Cc1ccc(-c2ccccc2)cc1 (stereo not drawn) | -1.2
COc1cccc(C(=O)Nc2ccccc2C(=O)NCC2CCCO2)c1 (stereo not drawn) | 3.8
COc1ccc(N2CCN(CCCNC(=O)CCOC(C)(C)C)CC2)cc1 | -6.0
CC(=O)N1CCC(C(=O)OCc2ccccc2F)(c2ccccc2)CC1 | -1.6
COC(=O)CCC[C@H]1CC2(C[C@H](CCCO[Si](C)(C)C(C)(C)C)N1C(=O)OC(C)(C)C)OCCO2 | -0.6
CCCCN1CCN(C2=NC(=O)N(c3ccc(Br)cc3)C(=O)C2)CC1 | 2.6
COc1cc(/C=N/n2cnnc2-n2nc(C)cc2C)cc([N+](=O)[O-])c1O | 2.3
O=C(/C=C/c1ccc(Cl)cc1Cl)N1CCc2ccccc21 | 2.5
COc1ccc(C(=O)C[n+]2ccc3c(c2)nnn3-c2ccccc2)cc1 | 6.6
CC(=O)NCc1nc2ccccc2n1Cc1ccccc1C | 2.7
O=c1c2c(nc3c(-c4cccc(Br)c4)c[nH]n13)CCCC2 | -1.4
CCOC(=O)N1CCOCCOCCN(C(=O)OCC)CCOCC1 | 1.3
COc1ccc(N2C(=O)CC(N3CCN(c4ccc(C(=O)c5cccnc5)cc4)CC3)C2=O)cc1 (stereo not drawn) | -1.0
Cc1nn(-c2ccccc2)c(N)c1C1(O)C(=O)Nc2ccc([N+](=O)[O-])cc21 (stereo not drawn) | -0.6
COc1ccccc1NS(=O)(=O)c1cc(C(=O)NCc2cccnc2)ccc1C | 3.9
O=C(NC1CCCCC1)c1cc([N+](=O)[O-])[nH]n1 | 0.8
CCCNC(=O)NC(=O)c1cnccc1C(F)(F)F | 4.7
COc1ccc(Cl)cc1-c1cc(C(=O)NCc2cc(C(F)(F)F)cc(C(F)(F)F)c2)[nH]n1 | 10.8
COc1cccc(CN2CCCC(C(=O)Nc3ccc(-c4cscn4)cc3)C2)c1 (stereo not drawn) | -4.7

New compounds follow
canonical_smiles | TbREL1 primary
CCOC(=O)C1CCCN(Cc2nc(CC3CC3)no2)C1 (stereo not drawn) | 5.8
COc1ccccc1C/C(N)=N/OC(=O)COc1cccc(C)c1 | 2.0
Cc1ccc(NC(=O)CCN2CCN(C/C=C/c3ccccc3)CC2)cc1C | -4.4
COc1ccc(Cc2nnc(-c3ccccc3)o2)cc1 | 0.0
O=C(Oc1ccccc1-c1nnco1)c1ccc(Cl)cc1 | -0.2
Cc1[nH]c2ccccc2c1SCC(=O)O | -0.7
Cc1ccc(C)c(NC(=O)COC(=O)c2ccc(S(=O)(=O)N3CCCC3)cc2)c1 | 4.8
CCC(Oc1ccccc1)C(=O)Nc1ccccn1 (stereo not drawn) | 1.6
CCSCC(C)(C)n1[nH]c2ccccc2c1=O | -0.1
COc1ccc(NC(=O)NCCCN2CCc3ccccc3C2)cc1 | 3.6
CCOC(=O)C1CCN(C(=O)Nc2cccc(Cl)c2)CC1 | -3.1
COC(=O)c1ccc(Cl)c(NC(=O)CN(c2ccc(OC)c(OC)c2)S(C)(=O)=O)c1 | -1.6
CC(C)(C)c1nnc(NC(=O)Nc2ccc(Cl)cc2)s1 | 1.8
CCOc1ccc(NC(=O)COC(=O)c2ncc(Cl)c(Cl)c2Cl)cc1 | -2.7
O=C(O)c1cccc(Nc2ncnc3ccc(Br)cc23)c1 | 3.2
O=C(COC(=O)CC1CC2CCC1C2)NC(=O)NC1CCCC1 (stereo not drawn) | 7.7
C#CCCC(=O)c1ccccc1/C=[N+](\[O-])c1ccccc1 | 2.2
COc1ccc(C(=O)N2CCC(C(=O)c3ccc(F)cc3)CC2)cc1 | 3.9
CC(=O)c1ccccc1NC(=O)COC(=O)c1cc[n+]([O-])cc1 | 1.7
Cc1ccc(-n2c(SCC(=O)c3ccc(-c4ccccc4)cc3)nnc2-c2ccc(C(C)(C)C)cc2)cc1 | -1.1
N#Cc1cccc(NC(=S)Nc2ccccc2)c1 | 4.8
COc1ccc(CN2CCc3ccccc3C2)cc1Br | -1.1
CCN(CC)S(=O)(=O)c1ccc(C(C)NC(=O)C2CCCN2C(=O)c2cccs2)cc1 (stereo not drawn) | -5.9
COC(=O)N1CCN(c2ccc(C)cc2)C(C)C1 (stereo not drawn) | 4.3
Clc1ccc(-c2cnc(Oc3ccccc3)nc2)cc1 | 1.9
